PMI inhibitors = MPI enzyme activity inhibition – biochemical, fluorescence intensity, coupled assay, primary screen (AID 1209); inhibition, % at 20 µM; hits with a dose series show IC50 in µM; purified PMI enzyme, coupled fluorescence intensity; higher % means a stronger effect; actives 0.42% (n = 190,000);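 further: plate controls were DMSO vehicle for no effect and wells lacking substrate for full effect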
TNAP activation fold = stimulation of alkaline phosphatase TNAP activity – biochemical, luminescent, no phosphate acceptor, uHTS, primary screen (AID 1001). purified TNAP, luminescent activation assay, no phosphate acceptor; higher activation fold means a stronger effect. activation fold at 20 µM, or EC50 in µM where a hit was titrated. actives 0.03% (n = 200,000); in the data active means activation fold from about 3, or a potency from the dose series; inactive means the rest, 99 in 100 with activation fold below about 1.6; further: many of its hits are not listed in these tables
SIAH1 antagonists = blockers of Siah-1 interaction with plectin peptide – biochemical, fluorescence polarization, rhodamine-plectin, uHTS, primary screen (AID 1817) | Siah-1 / rhodamine-plectin peptide fluorescence polarization; higher % means a stronger effect | displacement, % at 20 µM; hits with a dose series show IC50 in µM | actives 0.02% (n = 290,000);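 active means displacement of at least 50% at 20 µM, with a fluorescence ratio check between 0.3 and a set limit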;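 further: plate controls were Siah plus tracer with DMSO for no effect and tracer alone without Siah for full effect; strong numbers were not always called active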
PMI inhibition = MPI inhibition at elevated mannose 6-phosphate – biochemical, fluorescence intensity, high mannose 6-phosphate, primary screen (AID 1220); recombinant PMI enzyme, coupled fluorescence intensity; higher % means a stronger effect; inhibition, % at 20 µM, or IC50 in µM where a hit was titrated; actives 0.66% (n = 190,000)
P. falciparum M1AAP = P. falciparum M1AAP inhibitors, biochemical, fluorogenic H-Leu-NHMec substrate, 1536-well (AID 1445); recombinant M1AAP, H-Leu-NHMec fluorogenic kinetic assay; higher % means a stronger effect; inhibition, % at 30 µM, or IC50 in µM where a hit was titrated; actives 0.42% (n = 220,000);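 active means primary inhibition above the hit cutoff, then over 50% inhibition at one or more dose response concentrations, cut at about 23% in these data, passing the limit was not always enough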;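 further: plate controls were DMSO full reaction for no effect and no enzyme background for full effect; strong numbers were not always called active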
UTI89 phage lysis = protection from phage-mediated lysis, alamar blue read-out – E. coli UTI89, K1F phage, bacterial capsule biogenesis inhibitors (AID 488966). E. coli UTI89 K1F phage lysis, alamar blue, 2 h; higher % means a stronger effect. actives 0.02% (n = 340,000). inhibition, % at 100 µM, or IC50 in µM where a hit was titrated;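 active means phage lysis inhibition, versus mean bacterial control, above a set limit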;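 further: capsule biogenesis inhibitors block K1F phage lysis so surviving cells raise fluorescence; higher fluorescence means more inhibition of phage lysis; actives were called in the ten point dose series up to 300 µM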
M17LAP inhibition = P. falciparum M17LAP inhibitors, primary screen, biochemical, fluorogenic H-Leu-NHMec substrate, 1536-well (AID 1619) | recombinant M17LAP, H-Leu-NHMec fluorogenic kinetic assay; higher % means a stronger effect | inhibition, % at 30 µM, or IC50 in µM where a hit was titrated | actives 0.38% (n = 220,000);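 active means compound inhibiting the enzyme by more than half at any dose during confirmatory dose-response retesting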;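 further: plate controls were full reaction with DMSO carrier for no effect and no enzyme background for full effect; strong numbers were not always called active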
Lipid droplet = modulators of hepatic lipid droplet formation; AML12 mouse hepatocytes, oleate lipid droplets, BODIPY imaging; AID 1656; actives 0.4% (n = 240,000); inhibition, % at 6.5 µM;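 active means lipid droplet intensity inhibited by at least 50%, with more than 500 cells counted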
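Material: mouse AML12 hepatocyte cell line, fixed after treatment; Timing: compound with oleate, overnight; Technique: high-content imaging of BODIPY-stained droplets and DAPI nuclei; Probe or stimulus: oleate, 100 µM final; Dosing: compound at 6.5 µM only.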
XIAP displacement = small molecules displacing peptide from XIAP – biochemical, IAP family, fluorescence polarization (AID 1018). XIAP BIR domain, fluorescence polarization peptide displacement; higher % means a stronger effect. displacement, % at 20 µM; hits with a dose series show IC50 in µM. actives 0.007% (n = 200,000); in the data active means displacement above about 50%; further: a part of the inactive calls stands beside numbers as strong as those of hits
Lipid droplet cells 6.5 µM = recorded beside Lipid droplet, whose call it bears; cell count; measured here: cell count, cytotoxicity flag;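 cells counted across two imaged fields per well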
Active calls of the source: *; . = no result given; [ ] = another dose, or the depositor's remark. Unless noted, no stated cut-off is given here; in the data, active means inhibition above about 50%; inactive means the rest.

The first 6 entries (preview)
no.	SMILES	PMI inhibitors	TNAP activation fold	SIAH1 antagonists	PMI inhibition	P. falciparum M1AAP	UTI89 phage lysis	M17LAP inhibition	Lipid droplet	Lipid droplet cells 6.5 µM	XIAP displacement
1	CCCCCC(=O)C(=O)c1ccc(O)cc1O	.	.	-3.0%	.	2.3%	-0.1%	0.0%	13.1	432	.
2	O=C(NC1CCCCCC1)C1CCN(S(=O)(=O)c2ccccc2)CC1	14.3%	1.1	0.8%	8.1%	5.0%	0.3%	3.0%	-8.2	675	-6.4%
3	O=C(O)c1cccc(-n2nnnc2SCc2ccccn2)c1	-2.4%	1.1	-5.4%	-11.8%	-14.0%	-0.5%	4.2%	-9.7	783	6.7%
4	COC(=O)c1ccc(C(=O)OC)c(NC(=O)Oc2ccccc2)c1	8.8%	1.1	3.5%	0.0%	15.9%	3.2%	-136.6%	0.6	663	-3.3%
5	O=C(CSc1nncn1-c1ccccc1)NC1CCCc2ccccc21 (stereo not given)	-8.9%	1.1	3.3%	-6.2%	10.2%	-0.1%	9.9%	-1.7	636	2.1%
6	COc1ccc(Cc2nc(-c3ccc(Br)cc3)no2)cc1	28.0%	1.1	2.0%	11.1%	-2.1%	-0.1%	-3.5%	5.7	708	-2.0%

This part in full, previewed entries included:
no.	SMILES	PMI inhibitors	TNAP activation fold	SIAH1 antagonists	PMI inhibition	P. falciparum M1AAP	UTI89 phage lysis	M17LAP inhibition	Lipid droplet	Lipid droplet cells 6.5 µM	XIAP displacement
1	CCCCCC(=O)C(=O)c1ccc(O)cc1O	.	.	-3.0%	.	2.3%	-0.1%	0.0%	13.1	432	.
2	O=C(NC1CCCCCC1)C1CCN(S(=O)(=O)c2ccccc2)CC1	14.3%	1.1	0.8%	8.1%	5.0%	0.3%	3.0%	-8.2	675	-6.4%
3	O=C(O)c1cccc(-n2nnnc2SCc2ccccn2)c1	-2.4%	1.1	-5.4%	-11.8%	-14.0%	-0.5%	4.2%	-9.7	783	6.7%
4	COC(=O)c1ccc(C(=O)OC)c(NC(=O)Oc2ccccc2)c1	8.8%	1.1	3.5%	0.0%	15.9%	3.2%	-136.6%	0.6	663	-3.3%
5	O=C(CSc1nncn1-c1ccccc1)NC1CCCc2ccccc21 (stereo not given)	-8.9%	1.1	3.3%	-6.2%	10.2%	-0.1%	9.9%	-1.7	636	2.1%
6	COc1ccc(Cc2nc(-c3ccc(Br)cc3)no2)cc1	28.0%	1.1	2.0%	11.1%	-2.1%	-0.1%	-3.5%	5.7	708	-2.0%
7	COc1cc(C(C2=C(O)CC(C)(C)CC2=O)C2C(=O)CC(C)(C)CC2=O)cc(OC)c1OC (stereo not given)	-23.7%	1.1	4.5%	-16.0%	12.0%	.	20.0%	-1.6	763	-1.4%
8	CCN(CC)S(=O)(=O)c1cccc(C(=O)NC(Cc2c[nH]c3ccccc23)c2nnc3n2CCCCC3)c1 (stereo not given)	3.5%	1	3.0%	6.0%	15.9%	5.6%	9.6%	.	.	-6.9%
9	Cc1ccc(-c2nc(C(Cl)Cl)c3ccccc3n2)cc1	.	.	3.8%	.	6.8%	0.0%	3.6%	-9.6	459	.
10	Cc1cc(C)cc(NC(=O)c2cc(S(=O)(=O)NCc3ccco3)ccc2F)c1	12.1%	1.1	2.5%	15.2%	3.1%	3.9%	8.9%	.	.	-3.1%
11	Cc1cc(C(=O)Cn2ncc(Cl)c(Cl)c2=O)c(C)n1CC(F)(F)F	-0.7%	1.2	22.1%	-3.3%	2.9%	11.2%	-0.1%	-13.0	470	-0.2%
12	S=C(NCC(c1cccnc1)N1CCOCC1)NC1CCCCC1 (stereo not given)	-5.0%	1.1	7.8%	-12.3%	3.4%	0.1%	17.6%	-1.8	688	-3.7%
13	O=S(=O)(c1ccc2ccccc2c1)N1CCN(C2Cc3ccccc3C2)CC1	7.4%	0.9	4.8%	-7.1%	-0.1%	2.5%	2.4%	-0.1	630	-4.4%
14	Cc1c(Cl)c([N+](=O)[O-])nn1Cc1ccc(C(=O)N/N=C\c2ccccn2)o1	3.5%	0.9	8.8%	10.2%	-5.6%	0.6%	12.0%	21.5	646	-5.1%
15	Cc1ccc2[nH]c(=O)c(CN(CCc3ccccc3)C(=O)N3CCOCC3)cc2c1	0.2%	1	-4.3%	0.7%	12.9%	-0.2%	2.8%	.	.	-2.2%
16	Nc1nonc1-c1noc(-c2ccc(Br)o2)n1	2.1%	1.1	3.1%	0.5%	1.5%	9.0%	-2.2%	.	.	-1.0%
17	CCOC(=O)c1ccc(NC(=S)N2CCCC2c2ccc(OC)c(OC)c2)cc1 (stereo not given)	11.3%	1	0.7%	10.2%	2.0%	0.3%	-1.4%	1.5	757	-4.9%
18	NC(=O)c1nn(-c2ccccc2)nc1NC(=O)CSc1nnnn1-c1ccc(Cl)cc1	10.9%	1	11.8%	12.7%	4.0%	1.4%[50 µM]	0.6%	9.6	713	-5.2%
19	O=C(NCc1ccco1)c1cccc(C(F)(F)F)c1	-0.3%	1.1	-2.2%	9.5%	5.0%	0.2%	21.0%	-0.9	665	-25.2%
20	CCc1cccc(CC)c1NC(=O)CN1C2CCCC1CC(NC(=O)Nc1cccc(OC)c1)C2 (stereo not given)	22.0%	1.6	-4.5%	18.7%	0.0%	0.6%	-2.5%	-9.9	658	0.1%
21	O=C(c1ccc2c(c1)OCCO2)N1CCCCC1	14.6%	1.1	1.9%	10.2%	7.7%	0.6%	2.8%	-2.3	695	-3.4%
22	COc1cc(CNCc2ccccn2)ccc1OCC(=O)NC(C)(C)C	-13.0%	1.1	-0.2%	-24.6%	-9.0%	-0.2%[50 µM]	-11.8%	0.6	687	-0.3%
23	Cc1nn(Cc2c(F)cccc2Cl)c(C)c1[N+](=O)[O-]	2.4%	1	19.9%	-1.0%	-1.3%	.	1.3%	-37.1	686	-2.2%
24	NS(=O)(=O)c1ccc(CCNC(=O)Nc2ccc(Cl)c(Cl)c2)cc1	17.5%	1.1	-0.9%	13.0%	3.5%	6.9%	8.5%	-3.2	747	-18.8%
25	COc1ccc(CN2CCN(c3ccccn3)CC2)cc1OCc1ccccc1	17.6%	1.1	3.4%	8.2%	-8.3%	-0.8%	5.3%	-9.1	778	-4.1%
26	CCOC(=O)C1=C(C)OC(N)=C(C#N)C1c1cc(F)ccc1F (stereo not given)	-0.8%	1.1	2.5%	-1.1%	5.7%	-3.6%	-9.4%	0.8	706	-1.0%
27	O=C(Nc1nnc(-c2ccc(Cl)cc2)o1)NC1CCCCC1	-4.9%	1.2	-1.0%	-4.1%	-3.6%	-0.4%[50 µM]	2.7%	0.2	750	-0.4%
28	CC1CCc2c(sc(Nc3nc4c(F)cccc4s3)c2C(N)=O)C1 (stereo not given)	-16.6%	1.3	-6.0%	-51.8%	2.8%	1.5%	18µM*	3.9	658	-0.2%
29	CC(C)c1onc(C(=O)N2C(C)CCCC2C)c1[N+](=O)[O-] (stereo not given)	18.0%	1.1	-2.2%	4.9%	2.5%	1.5%[50 µM]	-25.1%	-2.7	564	-5.2%
30	COc1cc(C(=O)NC(CCSC)C(=O)OCc2cc([N+](=O)[O-])cc3c2OCOC3)cc(OC)c1OC (stereo not given)	12.4%	1.1	5.4%	14.6%	6.2%	0.3%	16.7%	23.2	677	-7.0%
31	C=C(C)CNC(=S)/N=c1\scc(C)n1CC	-0.9%	1	5.5%	-6.0%	2.1%	1.1%	-0.1%	-1.5	773	-8.1%
32	CC1CN(S(=O)(=O)c2cccc(C(=O)NN3CCN(C)CC3)c2)CC(C)O1 (stereo not given)	3.6%	1.1	9.7%	-4.4%	3.3%	1.5%[50 µM]	3.4%	11.5	608	-4.5%
33	CCn1c(SCC(=O)Nc2ccc3c(c2)OCCO3)nnc1-c1ccco1	8.8%	1.2	1.1%	9.0%	2.7%	7.5%	17.9%	-8.1	730	-0.4%
34	Cc1ccc(SCCCn2cncn2)cc1	8.4%	1.1	4.5%	1.4%	-3.2%	1.7%	10.2%	1.5	702	-1.0%
35	O=C(CSc1nnc(-c2ccc(O)cc2)n1Cc1ccco1)c1cccs1	12.5%	1	-4.7%	-8.7%	17.3%	-0.3%	22.1%	-3.0	770	-3.2%
36	C=CCSc1nnc2c(n1)OC(c1ccccn1)N(C(C)=O)c1ccccc1-2 (stereo not given)	2.0%	1.1	-2.5%	-3.4%	3.2%	0.3%	4.1%	13.2	825	-4.7%
37	Cc1ccc(CSc2nc3c(cc2C#N)CCC3)cc1	1.8%	1.1	1.1%	0.6%	7.9%	0.5%	-6.5%	.	.	2.7%
38	C=CCNC(=O)COC(=O)COc1ccc(Cl)cc1C	7.8%	1	9.5%	1.2%	1.0%	5.2%	14.8%	-6.3	762	-2.3%
39	CCOc1ccc(C(=O)c2cccs2)cc1	3.2%	1.1	-0.2%	5.1%	6.3%	2.8%	-2.1%	.	.	1.0%
40	CCN(CC)C(=O)Cc1cn(C)c2ccccc12	-4.0%	1.1	6.1%	1.7%	4.8%	-0.1%	3.2%	-45.0	743	-2.3%
41	COc1ccc(S(=O)(=O)NC(N)=NCCc2ccccc2)cc1	-6.5%	1	1.3%	1.0%	0.1%	-0.1%	-1.5%	-3.0	700	-2.2%
42	Cc1cnc(NC(=O)Cc2c[nH]c3ccccc23)s1	-3.0%	1	1.7%	-4.4%	4.0%	1.0%	5.0%	.	.	-6.7%
43	O=C(O)c1cc([N+](=O)[O-])ccc1NCCc1ccccc1	.	.	-5.3%	.	5.6%	-0.8%	21.4%	-12.7	701	.
44	N/C(=N/OCc1cccc([N+](=O)[O-])c1)c1nonc1N	-10.4%	1.1	1.4%	-11.5%	-4.0%	4.5%	6.9%	-24.8	608	-2.4%
45	Cc1csc2c(N3CCN(C(=O)Nc4ccccc4)CC3)ncnc12	.	.	1.5%	.	1.1%	-1.2%	13.6%	3.4	681	.
46	COc1cc(C2Nc3cccc4cccc(c34)N2)cc(OC)c1O	-7.9%	0.9	70.2%	20.9%	2.4%	1.5%	1.5%	-14.9	724	-4.0%
47	O=C(CN1CCN(c2ccc(F)cc2)CC1)NCc1cccs1	-12.9%	1.1	0.8%	-12.5%	17.2%	-0.1%	9.4%	-14.9	765	-4.4%
48	Cc1nn(-c2ccccc2)c(Cl)c1C1C(C#N)=C(N)Oc2n[nH]c(C)c21 (stereo not given)	7.8%	1.1	-0.1%	2.2%	11.7%	0.2%	2.6%	-2.2	759	-8.2%

Source: PubChem
